ERp5 inh – ERp5 (human) disulfide isomerase inhibition; Q15084; ERp5 insulin aggregation, absorbance 650 nm, 90 min; inhibition, % at 9.99 µM; 0.05% of 350,000 active; AID 651711;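 active means mean replicate inhibition above about 25%, with every replicate also reaching it, limit read from the data, passing the limit was not always enough; inconclusive means only one of those two criteria met; inactive means neither criterion met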
RAD54 inh – inhibitors of human RAD54 branch migration | Q92698 | RAD54 Holliday junction branch migration, FAM/BHQ fluorescence | inhibition, % at 10.4 µM | 0.14% of 360,000 active;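 active means mean normalized replicate activity at least 40 and at least half of replicates scoring 40 or more; inconclusive means only one of the two criteria met; inactive means mean below 40 and under half of replicates reaching 40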;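 further: 0% = median of neutral control wells and 100% = median of positive control wells; inhibitors cause a drop in the FAM fluorescence signal; in these data hits start at about 50%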
RAD52 anneal inh – inhibitors of human RAD52 DNA annealing; P43351; recombinant RAD52 DNA annealing, FRET fluorescence; inhibition, % at 18.7 µM; 0.46% of 360,000 active; AID 651710;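 active means every replicate showing at least 50% inhibition; inconclusive means mean inhibition at least 50% but not in every replicate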
Target sequence (P43351 whole entry, looked up): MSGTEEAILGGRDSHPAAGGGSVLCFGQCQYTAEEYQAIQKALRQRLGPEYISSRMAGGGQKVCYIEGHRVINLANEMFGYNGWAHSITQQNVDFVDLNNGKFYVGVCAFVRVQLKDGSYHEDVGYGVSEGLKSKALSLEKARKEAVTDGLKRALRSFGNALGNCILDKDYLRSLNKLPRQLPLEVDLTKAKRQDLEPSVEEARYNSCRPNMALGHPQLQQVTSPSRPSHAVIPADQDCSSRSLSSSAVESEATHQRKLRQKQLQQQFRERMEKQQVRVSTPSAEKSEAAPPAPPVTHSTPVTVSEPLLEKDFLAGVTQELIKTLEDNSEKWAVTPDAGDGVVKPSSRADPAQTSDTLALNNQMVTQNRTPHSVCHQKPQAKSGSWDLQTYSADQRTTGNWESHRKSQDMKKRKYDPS
PglD inh – PglD (C. jejuni) enzyme inhibition; purified PglD enzyme, DTNB colorimetric CoA detection; inhibition, % at 12.5 µM; 0.098% of 360,000 active; AID 602405; in the data active means inhibition above about 16%, passing the limit was not always enough; inconclusive means no clear call, values can overlap the other calls; further: strong numbers were not always called active
ARNT TACC3 PPI – disrupts binding between human ARNT and TACC3; 0.66% of 390,000 active; AlphaScreen His-ARNT PAS-B/GST-TACC3 binding, luminescence; TACC3 fragment carries E629A point mutation; Q9Y6A5; AID 623870; inhibition, % at 9.99 µM;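 active means mean inhibition of replicates at least 50% and at least half of replicates each reaching 50%; inconclusive means half or more replicates reach 50% but mean below 50%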;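 further: 0% = complete ARNT plus TACC3 wells and 100% = ARNT alone without TACC3; many hits fall short of the cut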
CASP6 VEID inh – inhibitors of human caspase-6. P55212. 0.53% of 350,000 active. purified caspase-6, Z-VEID-R110 cleavage fluorescence. inhibition, % at 12.5 µM;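 active means mean inhibition across replicates at least about 35%, with every replicate also reaching that limit, limit read from the data; inconclusive means only one of the two criteria met; inactive means neither criterion met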;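 further: 0% = median of neutral control wells and 100% = no fluorescence left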
Target sequence (P55212 24-179 limits assumed): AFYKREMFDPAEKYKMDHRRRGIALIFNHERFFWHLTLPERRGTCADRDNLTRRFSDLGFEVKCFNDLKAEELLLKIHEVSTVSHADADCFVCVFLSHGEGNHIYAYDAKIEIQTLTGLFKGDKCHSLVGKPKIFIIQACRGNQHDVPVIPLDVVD
Target sequence (P55212 194-293 limits assumed): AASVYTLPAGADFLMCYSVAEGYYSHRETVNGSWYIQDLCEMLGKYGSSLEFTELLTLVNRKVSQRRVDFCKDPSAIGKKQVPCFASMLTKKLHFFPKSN
E-sel inducer – induces E-selectin expression in human endothelial cells | P16581 | HUVEC E-selectin immunofluorescence imaging; normalized: neutral wells 0, TNF-alpha wells 100 | activation, % at 7.58 µM | 0.37% of 260,000 active | AID 686992;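 active means mean E-selectin-positive cell signal at least 10% of the positive control, reached in at least 60% of replicates, without over 20% cell loss; inconclusive means no rule given, readout overlaps actives, possibly toxicity-flagged; inactive means the rest, including those meeting only one limit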;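 further: in these data hits start at about 27%; measured in HUVEC primary endothelial cells; signal is the percent of cells scored E-selectin positive by PE staining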
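Test system – human umbilical vein endothelial cells (HUVEC), E-selectin induction · Input – 3,000 HUVEC seeded per well · Buffer or medium – EGM-2, gelatin · Compound dosing – single-point compound dose · Detection – immunofluorescence imaging · Measure – percent E-selectin-positive cells · Controls – TNF-alpha high, DMSO low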
esBAF inh – SWI/SNF esBAF complex inhibition; 2% of 350,000 active; mouse ES cells, Bmi1-luciferase knock-in reporter, 24 h; 100% = twice the neutral-well signal; AID 602393; reporter increase, % at 12.5 µM; in the data active means activation above about 40%; inconclusive means no clear call, values can overlap the other calls;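 further: 0% = median of the plate's neutral control wells and 100% = double that signal; a rise in the Bmi1 reporter signal indicates esBAF inhibition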
* marks the source's active call; other numbers are inactive results; ? = inconclusive; / = no result given; & = joins results of further samples. An unsorted share of the library, and some 3.2% of all compounds hit somewhere here.

compound,ERp5 inh,E-sel inducer,RAD52 anneal inh,esBAF inh,CASP6 VEID inh,PglD inh,ARNT TACC3 PPI,RAD54 inh
CCOc1ncccc1C(=O)OCC(=O)Nc1ccc(-c2nc3ccc(C)cc3s2)cc1,-5,-2.7,-37,/,-3,/,-2,/
CCOc1ccc(S(=O)(=O)N2CCC(C(=O)NCC3CCCO3)CC2)cc1Cl (stereo not given),2,/,-12,/,-3,1,/,2
O=C(NCc1cccc(Cl)c1)c1ccco1,6,/,-10,-1,3,/,-3,/
COC(=O)CN1C(=O)CSc2ccc(S(=O)(=O)N3CCC(C)CC3)cc21,6,-0.1,-30,4,0,0,/,-4
COc1ccc(NC(=O)Nc2ccc3c(c2)C(=O)N([C@@H](C)CO)C[C@@H](C)[C@@H](CN(C)S(=O)(=O)c2ccccc2)OCCCC[C@H](C)O3)cc1,-4,/,-3,4,2,1,-3,-2
CC(C)COC(=O)C(N)C(C(=O)OCC(C)C)c1ccccc1 (stereo not given),/,/,/,-4,/,-3,1,-7
CC(=O)C(C)n1c(CN2CCN(C(=O)c3ccco3)CC2)nc2c1c(=O)n(C)c(=O)n2C (stereo not given),6,/,-16,2,1,3,1,-10
C[C@H](CO)N1C[C@H](C)[C@H](CN(C)C(=O)c2cnccn2)Oc2ncc(-c3ccccc3F)cc2C1=O,-1,0.1,1,1,2,0,-2,2
Cn1ncc2c(Nc3ccc(O)cc3)nc(Cl)nc21,-3,-0.4,3,-3,0,-4,-17,-1
O=C(COc1ccc(C(=S)N2CCCC2)cc1)Nc1ccccc1C(F)(F)F,-3,-0.1,-6,0,0,6,/,-4
O=C(COC(=O)C1CC2C=CC1C2)Nc1cccc(S(=O)(=O)N2CCOCC2)c1 (stereo not given),1,0.0,0,-1,0,-3,1,-1
O=[N+]([O-])c1cc([N+](=O)[O-])c(Oc2c(F)cc(F)cc2F)cc1NN1CCCCC1,0,-0.1,-3,-2,2,0,-5,-4
CNC(=O)c1sccc1-n1cccc1,/,/,/,-4,/,2,-2,2
O=C(CN(CCc1ccccc1)C(=O)CNS(=O)(=O)c1ccc(F)cc1)NCC1CCCO1 (stereo not given),/,/,/,-1,/,6,-3,2
O=C(Nc1ccc(F)cc1)N1CCCCCC1,-3,-0.3,-14,9,-6,-3,-4,-16
Oc1c(N=NC(=S)Nc2ccccc2F)c2ccccc2n1Cc1ccccc1F,2,1.0,-19,0,14,6,-5,-4
COc1cccc(-c2nn(C)c3sc(C(=O)NCc4ccc5c(c4)OCO5)cc23)c1,4,1.2,-98,13,-2,-3,-3,-1
Cn1c(SCC(=O)NC2CCCCC2)nnc1-c1cc2cc(Cl)ccc2o1,/,/,/,1,/,1,-9,0
COc1ccccc1CNC(=O)C[C@H]1C[C@H]2c3cc(NC(=O)CN(C)C)ccc3O[C@H]2[C@H](CO)O1,1,-0.3,3,6,1,-2,-3,-7
C[C@@H]1CN([C@H](C)CO)C(=O)Cc2cc(NS(=O)(=O)c3ccc(Cl)cc3)ccc2O[C@H]1CN(C)Cc1ccc(C(=O)O)cc1,4,-0.1,0,6,-1,/,/,/
CN(C)C(=O)[C@@H]1[C@@H](CO)[C@@H]2Cn3c(cccc3=O)[C@@H]2N1C(=O)C1CCCCC1,-3,0.6,-15,2,3,0,8,2
Oc1ccc(Cc2ccc(Cl)cc2)c(O)c1,3,0.0,-1,-13,6,-5,7,-2
Nc1nnnn1CC(=O)N/N=C/c1cccs1,3,0.9,-3,1,-3,2,-8,-6
O=C(c1ccc(Cl)c(Cl)c1)N1CCC(=O)N(C(CO)Cc2ccccc2)CC1 (stereo not given),-1,0.0,-7,4,7,7,/,-5
O=C(Nc1ccc(C2SCCS2)cc1)c1ccccc1,2,0.3,-6,/,2,1,/,-3

Additional results.
compound,ERp5 inh,E-sel inducer,RAD52 anneal inh,esBAF inh,CASP6 VEID inh,PglD inh,ARNT TACC3 PPI,RAD54 inh
O=C(C[C@H]1CC[C@@H]2[C@H](COC[C@H](O)CN2CC2CCOCC2)O1)NCC1CC1,?,0.1,6,-5,-1,-6,-8,1
Fc1ccc2nc3[nH]c4ccccc4c3nc2c1,/,/,/,35,/,5,0,5
C=CCn1c(C(CCCC)CC(O)COCC(C)C)n[nH]c1=S (stereo not given),-5,/,-12,-4,-1,0,/,8
CCCn1nnnc1NCc1ccccc1C,2,/,-1,0,0,-155,-7,5
COc1ccc(CNC(=O)CN(c2ccc(C(C)C)cc2)S(=O)(=O)c2c(C)noc2C)cc1,-13,/,-12,2,-2,4,-6,0
N#C/C(=C/c1cccs1)c1ccccn1,-5,0.2,-15,/,0,/,4,/
O=S1(=O)C=C(Sc2nc3cc(Cl)ccc3o2)c2ccccc21,/,/,/,-54,/,-1,8,?
O=C(CSc1ccccc1)N1CCCC(N2CCN(c3cccc(Cl)c3)CC2)C1 (stereo not given),-7,0.5,-4,1,0,3,-1,15
CN(C)S(=O)(=O)c1ccc(N2CCCC2)c(C(=O)NC(c2ccccc2)c2ccccc2)c1,/,/,/,-7,/,0,-9,-11
CCCN(C(=O)Cc1c(C(=O)O)n(C)c2ccccc12)c1cccc(C)c1,2,/,-19,-5,0,8,-7,-5
CC(C)C(=O)Nc1cccc(NC(=O)c2cccc(F)c2)c1,-8,/,-8,-2,-3,0,/,-2
CCOC(=O)COn1c2c(c3c4no[n+]([O-])c4ccc31)CCCC2,/,/,/,1,/,-8,0,2
Cc1nc[nH]c(=O)c1Br,3,/,1,/,7,/,-3,/
CCC(=O)Nc1ccc2c(c1)OC[C@@H](C)N(C(=O)c1cnccn1)C[C@@H](C)[C@@H](OC)CN(C)C2=O,6,-0.1,0,-1,2,-2,5,-1
COc1ccccc1NC(=O)N[C@H]1CC[C@H](CC(=O)N[C@@H](C)c2ccccc2)O[C@H]1CO,-4,-0.5,7,-6,-6,1,6,2
C[C@@H]1CN([C@@H](C)CO)C(=O)c2cc(C#C[C@@H](C)O)cnc2O[C@@H]1CN(C)C(=O)Cc1ccccn1,-2,0.4,-17,7,-2,2,2,-4
C[C@@H]1CCCCO[C@@H](CN(C)C)[C@@H](C)CN([C@H](C)CO)C(=O)c2cc(NS(=O)(=O)c3ccc(F)cc3)ccc2O1,-5,0.7,8,1,4,4,-9,-4
Cc1c(-c2ccccc2)nc2ccccc2c1C(=O)Oc1ccc([N+](=O)[O-])cc1,/,/,/,-6,/,1,11,6
COc1ccc(NC(=O)C2CCCN(c3ncnc4onc(-c5ccc(F)cc5)c34)C2)cc1 (stereo not given),2,/,-15,-3,0,-4,5,1
CC(=O)Nc1ccc(S(=O)(=O)NCC2CCC(C(=O)NC3CCCCCC3)CC2)cc1 (stereo not given),1,/,-14,/,1,/,1,/
Cc1ccc(OCc2cc(C(=O)N3CCCC3)no2)cn1,-1,/,-7,25,-2,-1,-2,1
O=C1Nc2ccccc2N(C(=O)c2c(F)cccc2F)C1c1nc2ccccc2[nH]1 (stereo not given),-3,3.7,-22,/,11,/,/,/
O=C(COC(=O)c1c(F)cccc1F)NCc1cccs1,5,0.1,-5,-7,-2,4,-1,9
CCCCCCC(=O)NNC(=O)c1c(O)c2ccccc2n(CC)c1=O,-9,/,-15,/,-3,/,-12,/
COc1ccc(CCNC(=O)C2CCCN2C(=O)Nc2ccc(F)cc2)cc1OC (stereo not given),7,/,5,-9,1,-1,-6,-9

Carrying on.
compound,ERp5 inh,E-sel inducer,RAD52 anneal inh,esBAF inh,CASP6 VEID inh,PglD inh,ARNT TACC3 PPI,RAD54 inh
CC(C)(C)c1ccc(-c2c(C#N)c(N)nc3c2CCCC3)s1,/,/,/,-5,/,-2,-2,3
COc1ccc(CN2C(=O)CCC2(C)c2nc3ccccc3[nH]2)cc1 (stereo not given),2,-0.1,-5,-10,1,-2,/,9
CCC(=O)c1ccc(OCCn2cnc3ccccc32)cc1,7,0.7,-15,/,1,/,2,/
CCOC(=O)C1CCCN(C(=O)CCn2nnnc2CN2CCOCC2)C1 (stereo not given),2,-0.6,-4,1,-3,-4,-6,-6
CN1C(=O)c2cc(NC(=O)c3ccc(F)c(F)c3)ccc2OC[C@@H]2O[C@@H](CC(=O)N[C@H]3CCN(Cc4ccccc4)C3)CC[C@@H]21,/,0.0,/,3,/,0,/,-4
Cc1c(Cl)c([N+](=O)[O-])nn1CCCC(=O)Nc1c(C)n(C)n(-c2ccccc2)c1=O,0,-0.3,-13,-16,-2,4,-1,-12
Cc1nnc(Sc2cc(NCCCO)c([N+](=O)[O-])c3nonc23)s1,0,-1.5,-9,/,13,/,7,/
O=C(O)Cc1ccc(NC(=O)CCN2C(=O)c3ccc([N+](=O)[O-])cc3C2=O)cc1,3,/,-9,6,13,-1,-8,-1
C[C@H]1CN([C@@H](C)CO)C(=O)c2cc(-c3cncnc3)cnc2O[C@H]1CN(C)C(=O)Nc1ccc2c(c1)OCO2,-5,-0.3,6,-3,-1,-1,1,6
CN1CCN(S(=O)(=O)c2ccc(C(F)(F)F)cc2)C(c2ccccc2)C1 (stereo not given),-10,/,-3,-5,2,0,2,3
O=C(NC1CCN(Cc2ccccc2)CC1)c1cncc(Br)c1,2,-2.0,-20,-2,-5,-1,0,-1
O=c1oc2cc(Oc3c([N+](=O)[O-])cc(C(F)(F)F)cc3[N+](=O)[O-])ccc2c2c1CCCC2,/,/,/,1,/,2,-2,-13
Oc1ccc(/C=C/c2ccc3cccc(O)c3n2)cc1Br,5,-0.3,-14,77*,-1,3,-3,-2
COc1ccc(/C=C(/NC(=O)c2ccco2)C(=O)N2CCCCC2)cc1,-4,-0.1,-11,/,2,4,-12,-1
COc1ccc(N(C(=O)CSCC(=O)Nc2cc(C)on2)C(C(=O)NC2CCCCC2)c2ccc(O)c(O)c2)cc1 (stereo not given),3,-0.6,-12,/,5,/,1,/
CCc1nnc(N/N=C/c2ccc(-c3ccc([N+](=O)[O-])cc3)o2)n1N,3,/,10,-3,6,/,2,/
Cc1ccccc1NS(=O)(=O)c1ccc(NC(=O)CSCc2ccc(Br)cc2)cc1,/,/,/,-11,/,6,-35,4
C[C@@H]1CN([C@@H](C)CO)C(=O)Cc2cc(NS(=O)(=O)c3ccc(F)cc3)ccc2O[C@H]1CN(C)Cc1ccc2c(c1)OCO2,1,0.0,27,4,-2,-1,/,0
Cc1noc(C)c1S(=O)(=O)Nc1ccc2c(c1)C(=O)N([C@H](C)CO)C[C@H](C)[C@@H](CN(C)C(=O)NC(C)C)O2,-16&0,0.0&-2.3,-8&3,-3&1,-2&1,-2&-1,-5&-4,-5&0
Cc1ccsc1C(=O)NCC(c1cccs1)N1CCOCC1 (stereo not given),2,-0.1,0,5,-2,-2,/,0
COc1ccc(Cl)cc1NC(=O)CN(C)CC(=O)Nc1ccc(C)cc1Br,-3,-4.5,-29,-4,0,-14,0,1
C[C@H](CO)N1C[C@H](C)[C@H](CN(C)S(=O)(=O)c2cccc(F)c2)Oc2ncc(C#CC3CC3)cc2C1=O,-5,0.4,1,22,0,-3,-4,1
CC(OC(=O)c1ccc(Br)c(S(=O)(=O)N2CCOCC2)c1)C(=O)NC1CCCCC1C (stereo not given),-3,/,-3,0,3,0,0,-6
O=C(CSCc1ccccc1)NCCc1ccc(F)cc1,2,3.2,-26,21,6,-3,-7,-11
O=C(N/N=C/c1ccc(N2CCCCC2)o1)c1ccccc1[N+](=O)[O-],4,-1.8,-19,/,-3,-2,3,9

Bioassay records as filed in PubChem BioAssay.
